MITF TRPM1 inh: inhibitors of MITF-driven TRPM1 promoter in melanoma cells; inhibition, % at 12.5 µM; SK-MEL-5 TRPM1 promoter luciferase, 24 h; actives 0.83% (n = 330,000);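 active = mean inhibition across replicates of 60% or more, whatever share of single replicates reaches that level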; note: values of inactives mirror those of a sister screen read the other way
CaV13 FRET inh: Disruptors of the CACNA1D IQ motif to Ca2+-dependent inactivation inhibitor domain association, primary screening, Förster resonance energy transfer in intact living …; HEK cells, CFP/YFP FRET ICDI-IQ, plate reader, 10 min; percent FRET-ratio fall versus neutral wells; inhibition, % at 12.3 µM; actives 0.098% (n = 340,000);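 active = mean replicate inhibition of at least 30% and at least 1% of replicates passing that level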;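 note: 0% = median of the neutral control wells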
NR2E3 ag-1: agonists of human nuclear receptor NR2E3 | Q9Y5X4 | AID 2300 | GST-NR2E3/biotin-RetCOR TR-FRET, 1536-well | inhibition of corepressor binding, % at 4.78 µM | actives 0.12% (n = 320,000);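 active = percent inhibition above the cutoff of mean plus 3 SD of all tested compounds, set per screening campaign, cut at about 20% in these data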;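 note: 0% = DMSO wells and 100% = biotin wells as full block of FRET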
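System: GST-NR2E3 and biotin-RetCOR proteins; probe or stimulus: 7 nM biotin-RetCOR; doses: compound at 4.8 µM, single dose; schedule: Compound–protein incubation for 5 h at 4 °C; detection: time-resolved FRET; read-out: percent inhibition; controls: biotin wells as high control, 0.6% DMSO wells as low control; format: 1536-well plates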
HIF-2a inh: blocks HIF-2a reporter activity; 786-0 RCC cells HIF-2a reporter, luciferase luminescence, overnight; inhibition, % at 18.8 µM; actives 0.72% (n = 360,000);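 active = inhibition of the luminescence signal of 40% or more relative to plate controls, in a single-dose primary screen at 18.75 µM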
iPSC survival up: increases survival of single human iPS cells. AID 602274. hiPSC single-cell survival, ATPlite luminescence; 100% = ROCK inhibitor wells, 0% = DMSO. survival enhancement, % at 20 µM. actives 0.044% (n = 360,000); in the data active = survival enhancement above about 18%;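 note: cells exposed to compounds for 16 hours before the ATP read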
HTR2A ag: mouse HTR2A agonism via beta-arrestin recruitment | P35363 | actives 0.66% (n = 360,000) | activation, % at 7.6 µM | CHO-K1 mHTR2A beta-arrestin complementation, luminescence; percent of 30 µM serotonin response;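 active = activation above a run cutoff, the mean activation of all tested compounds plus 3 SD, cut at about 14% in these data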;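 note: 0% = plate median of compound wells and 100% = 30 µM serotonin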
Target sequence (P35363 whole entry, looked up): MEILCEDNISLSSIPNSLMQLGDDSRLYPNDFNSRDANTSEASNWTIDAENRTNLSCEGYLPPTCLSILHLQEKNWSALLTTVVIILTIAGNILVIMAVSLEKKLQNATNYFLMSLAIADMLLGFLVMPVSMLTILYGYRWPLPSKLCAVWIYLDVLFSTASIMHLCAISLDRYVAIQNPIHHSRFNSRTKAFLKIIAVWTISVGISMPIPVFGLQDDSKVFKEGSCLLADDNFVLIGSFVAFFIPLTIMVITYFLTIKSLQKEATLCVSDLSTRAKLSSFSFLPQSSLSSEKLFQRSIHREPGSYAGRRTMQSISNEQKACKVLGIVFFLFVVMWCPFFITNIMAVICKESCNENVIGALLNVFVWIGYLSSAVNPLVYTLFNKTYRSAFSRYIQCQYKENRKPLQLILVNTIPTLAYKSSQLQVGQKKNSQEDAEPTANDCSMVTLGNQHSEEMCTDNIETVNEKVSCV
Peg3 promoter: reduces Peg3 promoter-driven luciferase expression in HeLa. HeLa PEG-Prom luciferase reporter, luminescence, overnight. inhibition, % at 20 µM. actives 1.7% (n = 360,000). AID 588405;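 active = inhibition of at least 50% at 20 µM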
NR2E3 ag-2: activates human NR2E3 receptor; CHO-S Gal4-NCOR/VP16-NR2E3 two-hybrid, luciferase; inhibition of corepressor binding, % at 3.98 µM; actives 0.35% (n = 360,000); AID 602229;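 active = inhibition above the mean of all tested compounds plus 3 SD, cut at about 70% in these data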;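 note: 0% = DMSO with NR2E3 transfected cells and 100% = cells lacking NR2E3 construct; higher means lower luciferase signal from less NR2E3 corepressor binding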
Shn3 inh set2: reduces Shn3 3'UTR luciferase signal in osteoblasts. AID 588674. inhibition, % at 12.5 µM. actives 0.52% (n = 360,000). Clone20 osteoblast Shn3 3'UTR firefly luciferase, 24 h;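 active = mean inhibition of at least 75% with every replicate also reaching 75%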;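 note: 0% = median of neutral control wells and 100% = pilot-screen positive control compound; some compounds past the cut are filed as inactive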
PDI turbidity: PDI (human) enzyme inhibition. P07237. PDI insulin aggregation turbidity, A650, 90 min. inhibition, % at 10 µM. actives 0.052% (n = 350,000);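 active = mean inhibition across replicates of 30% or more, whatever share of single replicates reach that level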;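 note: absorbance from insulin aggregation driven by PDI reduction with DTT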
Target sequence (P07237 whole entry, looked up): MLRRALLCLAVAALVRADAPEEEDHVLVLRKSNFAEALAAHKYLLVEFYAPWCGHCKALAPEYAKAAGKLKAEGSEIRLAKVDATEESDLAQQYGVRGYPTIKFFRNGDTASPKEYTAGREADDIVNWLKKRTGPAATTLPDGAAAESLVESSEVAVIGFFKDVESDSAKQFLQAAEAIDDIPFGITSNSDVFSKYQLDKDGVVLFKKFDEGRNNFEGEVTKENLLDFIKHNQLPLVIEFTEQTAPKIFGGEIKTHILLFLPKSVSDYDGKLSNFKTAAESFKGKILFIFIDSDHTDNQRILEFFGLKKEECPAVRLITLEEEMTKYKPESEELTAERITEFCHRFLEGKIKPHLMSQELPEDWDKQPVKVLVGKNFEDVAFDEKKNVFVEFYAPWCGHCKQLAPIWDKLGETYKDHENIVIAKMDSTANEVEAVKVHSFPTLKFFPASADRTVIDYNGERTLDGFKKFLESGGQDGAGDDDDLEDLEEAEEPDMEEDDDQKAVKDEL
H9c2 protect: modulators protecting cardiomyocytes from myocardial damage. protection from H2O2 cell death, % at 20 µM. H9c2 cardiomyocytes, H2O2 injury protection, ATPLite, 2 h. actives 0.63% (n = 360,000);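 active = compounds giving at least 50% protection of heart cells from peroxide-induced death in the single-dose screen, raw or plate-pattern-corrected value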;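 note: 0% = DMSO wells with peroxide and 100% = DMSO wells without peroxide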
Numbers without * were called inactive; x = no result given.

SMILES	MITF TRPM1 inh	CaV13 FRET inh	NR2E3 ag-1	HIF-2a inh	iPSC survival up	HTR2A ag	Peg3 promoter	NR2E3 ag-2	Shn3 inh set2	PDI turbidity	H9c2 protect
NS(=O)(=O)c1ccc(CCNC(=O)c2ccc(-c3ccccc3)cc2)cc1	3.9	-4.3	-0.3	11.7	0.0	-7.1	1.7	0.3	-4.5	2.0	4.3
CC1CCCCC1NC(=O)c1cc2c(=O)n3ccccc3nc2n1C (stereo not drawn)	-24.5	-3.6	-0.8	-160.6	0.0	6.6	-92.0	-25.7	-1.4	1.0	6.1
C=CCn1c(Cc2ccc(OC)cc2)nnc1SCC(N)=O	8.9	-5.7	2.4	-29.0	2.0	-0.5	0.1	-16.9	-21.6	1.0	-3.8
CSC1=N/C(=C/c2ccc(-n3cncn3)cc2)C(=O)N1	-10.2	-2.6	-7.6	-27.8	-0.3	-2.2	-21.1	2.7	-20.2	-19.2	12.7
O=C1CC(c2ccccc2)CC2=C1C=Nc1ccccc1N2 (stereo not drawn)	22.1	-13.7	-0.5	3.8	-0.7	3.7	23.7	9.3	32.1	0.0	-4.5
CCOC(=O)/C=C1\NC(=O)CS1	1.0	x	4.3	1.9	0.5	7.1	-14.7	-45.2	8.2	1.4	-5.8
COc1ccc(/C=C2\SC(=S)N(CC(=O)NC3CCS(=O)(=O)C3)C2=O)cc1 (stereo not drawn)	-2.3	-5.6	-1.5	5.7	0.2	-2.8	-29.2	11.9	-25.1	4.9	-1.0
Cc1csc(NC(=O)C2CC(=O)N(c3ccc4c(c3)OCCO4)C2)n1 (stereo not drawn)	-1.1	-6.4	0.4	-0.4	0.5	6.0	-5.1	-6.1	3.3	6.9	1.6
COc1ccccc1C(=O)NC1CCN(C(=O)Nc2ccc(C)cc2)CC1	5.5	-3.2	1.9	12.3	-0.6	-2.1	10.9	-5.5	15.0	-4.7	2.7
FC(F)(F)c1cnc(N/N=C/c2ccncc2)c(Cl)c1	8.0	-4.5	-2.0	-2.6	-0.4	-4.5	0.1	12.2	-22.9	-3.0	2.1
CN(C)/C(=N\S(=O)(=O)c1ccc(Br)cc1)c1ccccc1	-3.1	-20.4	-1.3	8.2	0.3	-1.8	-2.2	8.1	1.0	-1.8	-4.3
O=C(COC(=O)c1cccc(S(=O)(=O)N2CCCCCC2)c1)NCc1ccc(Cl)cc1	-1.9	-6.0	x	9.1	-0.5	2.0	9.3	17.4	-13.0	-2.4	2.4
COc1ccc(/C=C/c2cc(-c3ccc(C)cc3)o[n+]2C)cc1	88.4*	-4.8	-3.5	43.5*	-2.9	-5.4	66.9*	1.0	82.7*	-5.4	-13.8
CCCN1CCN(CCCNC(=O)c2cc3c(s2)-c2ccccc2OC3)CC1	-2.2	-0.3	0.7	-37.1	0.0	-5.5	7.7	-5.5	-4.1	0.5	6.9
COc1ccc(C(=O)N/N=c2\oc3ccccc3cc2C(N)=O)cc1	-7.3	-11.8	-1.8	-30.7	-0.8	7.6	-47.9	-2.1	-40.3	-0.3	7.8
Cn1cc(Cc2ccc(C(=O)N3CCCCC3)cn2)c2ccccc21	x	-7.4	x	-15.7	-1.7	-2.8	-18.3	-3.3	9.4	8.9	6.5
O=C(NN=C1CCCCCC1)c1cccs1	11.0	-6.5	2.5	-28.3	-0.5	-4.1	3.0	-142.4	-9.9	1.2	4.4
CN(C)c1ccnc(-n2cccc2/C=N/OCc2cccc(F)c2)c1C#N	-9.9	-2.2	3.0	17.5	-0.6	5.5	5.4	-13.0	-4.8	2.1	9.1
CSc1ccc(/C=N\NC(=O)CNc2ccc(C)cc2)cc1	-0.1	-7.7	-2.2	-22.7	-1.4	-2.5	0.1	10.2	4.3	-5.1	-0.8
CC(C)NC(=O)N(C)C[C@H]1Oc2ccc(NS(=O)(=O)c3cn(C)cn3)cc2C(=O)N([C@H](C)CO)C[C@@H]1C	-8.6	-5.7	x	6.5	5.2	1.4	-54.9	-1.2	-6.3	0.1	7.5
O=C(CSc1nncc(=O)[nH]1)Nc1cccc([N+](=O)[O-])c1	8.2	x	-3.3	2.4	-0.3	-4.4	7.8	-10.9	-11.6	0.7	1.2
O=C(NCC(=O)N1CCN(Cc2c(F)cccc2Cl)CC1)c1cccs1	x	-11.4	x	8.0	2.3	4.1	-2.5	6.6	-13.9	5.5	2.9
CCc1nc2ccc(C(=O)N(C)Cc3ccccc3)cn2c1N(CC)CCN(C)C	x	-5.0	x	1.6	1.6	-13.8	-6.2	-11.0	8.7	-0.8	-0.9
Cc1cccc(NC(=O)C2CCCC2)c1	-0.2	-4.2	-0.6	6.7	0.8	3.7	3.1	-25.6	-3.3	-3.7	3.9
COc1ccc(Cn2nnnc2C(c2cc3ccc(OC)cc3[nH]c2=O)N2CCCCCC2)cc1 (stereo not drawn)	-2.2	-7.5	4.6	-2.9	-1.5	-2.5	15.1	10.8	-6.0	5.5	2.0

Structures listed so far that have a thiophene ring, fused or not, in the order listed:
SMILES	MITF TRPM1 inh	CaV13 FRET inh	NR2E3 ag-1	HIF-2a inh	iPSC survival up	HTR2A ag	Peg3 promoter	NR2E3 ag-2	Shn3 inh set2	PDI turbidity	H9c2 protect
CCCN1CCN(CCCNC(=O)c2cc3c(s2)-c2ccccc2OC3)CC1	-2.2	-0.3	0.7	-37.1	0.0	-5.5	7.7	-5.5	-4.1	0.5	6.9
O=C(NN=C1CCCCCC1)c1cccs1	11.0	-6.5	2.5	-28.3	-0.5	-4.1	3.0	-142.4	-9.9	1.2	4.4
O=C(NCC(=O)N1CCN(Cc2c(F)cccc2Cl)CC1)c1cccs1	x	-11.4	x	8.0	2.3	4.1	-2.5	6.6	-13.9	5.5	2.9

New compounds follow
SMILES	MITF TRPM1 inh	CaV13 FRET inh	NR2E3 ag-1	HIF-2a inh	iPSC survival up	HTR2A ag	Peg3 promoter	NR2E3 ag-2	Shn3 inh set2	PDI turbidity	H9c2 protect
COC(=O)c1sccc1NC(=O)CN(C)NS(=O)(=O)c1ccc([N+](=O)[O-])cc1	-0.3	x	0.5	-11.1	-0.4	3.3	2.1	-4.1	10.0	4.4	10.6
COC(=O)c1ccc(Oc2c(C(F)(F)F)oc3c(CN4CCN(C)CC4)c(O)ccc3c2=O)cc1	7.1	x	2.9	10.1	-0.6	3.5	-6.5	-2.5	-2.8	9.8	1.8
Cc1cc(C)c2c(CN3CCN(c4ccccc4F)CC3)cc(=O)oc2c1	x	x	x	-19.6	0.9	5.1	-1.2	-3.2	-7.3	x	-3.2
O=C(CCCC(=O)N(CC(=O)NC1CCCC1)Cc1ccccc1)Nc1ccccn1	10.7	-5.0	-4.2	-4.2	0.4	-4.6	-4.9	-8.7	-6.1	1.0	-9.4
CC(=O)NC(CCS(C)(=O)=O)C(=O)Nc1nccs1 (stereo not drawn)	-3.3	x	1.0	-1.7	7.4	0.5	2.7	-20.8	-3.0	2.2	4.9
CCc1c(C2(O)CCCCC2)[nH]c2c(C(=O)OC)cc(Cl)cc12	4.9	-3.7	3.9	14.2	0.6	0.6	22.6	-36.5	-14.6	-2.1	-3.9
CCCCn1nnc(NC(=O)c2cc3ccccc3o2)n1	-89.9	x	-0.8	-242.6	1.7	-2.4	-259.8	-47.5	-58.9	-8.9	-3.0
O=C(CNC(=O)c1ccc(Cl)cc1Cl)NCc1ccccn1	12.8	-2.7	1.4	4.2	3.3	14.3	-2.7	17.8	4.7	16.6	-3.3
COc1ccccc1-c1sc2cc3c(cc2c1-c1ccc2c(c1)OCO2)OCO3	-19.3	-8.7	3.0	-146.3	-2.9	3.7	-91.1	-19.0	2.7	4.6	-0.6
Cc1ccnn1CC(=O)N/N=C/c1cccs1	5.9	-2.9	-0.7	-0.7	3.1	-1.3	-5.3	-1.4	-3.3	-22.8	1.0
COc1ccc(C2NC(=O)NC(O)(C(F)(F)F)C2C(=O)c2ccccc2)cc1OC (stereo not drawn)	9.8	-2.9	-3.3	-22.7	4.6	-3.2	-1.1	-18.9	1.9	12.9	2.2
CCOC(=O)c1sc(S(C)(=O)=O)c2c1CCc1conc1-2	x	-7.3	-0.5	6.8	-0.5	-5.2	22.2	-18.4	x	-1.1	2.3
CS(=O)(=O)N1N=C(c2ccc(Cl)cc2)CC1c1cccs1 (stereo not drawn)	-39.1	-8.8	-1.0	-174.7	0.8	-0.6	-134.6	-31.4	-4.9	-0.8	-9.0
CC(=O)N1c2ccc(S(=O)(=O)NCCC(=O)Nc3ccccc3C)cc2CC1C (stereo not drawn)	0.3	-12.5	0.0	8.6	-0.3	1.4	-3.9	21.9	-9.9	7.2	-1.3
CC(C)[C@H](NC(N)=O)C(=O)Nc1ccc2c(c1)CCC2	-2.5	x	4.2	-8.1	-1.5	-0.7	8.0	-4.5	1.2	5.8	1.9
CC(=NCCc1c(C)[nH]c2ccc(OCc3ccccc3)cc12)C1=C(O)CC(c2ccccc2)CC1=O (stereo not drawn)	12.7	-7.1	-0.7	22.4	-0.1	3.2	18.4	-12.3	19.5	9.0	-0.8
CC1(C)Cc2c(cnn2-c2cccc(F)c2)C(NC(=O)CCc2cnccn2)C1 (stereo not drawn)	-31.0	-6.1	-1.1	-52.1	0.8	-1.8	-69.7	8.6	-29.4	-6.5	1.5
CCN(CC)CCCNC(=O)c1cn(C)c(=O)c2c1c1ccccc1n2C	2.4	-15.8	-0.1	14.4	-0.3	-1.9	5.1	-24.1	-27.2	0.8	4.7
CCOc1ccc(NC(=O)Cc2c(C(=O)O)n(C)c3ccccc23)cc1	1.5	-11.7	-2.2	18.0	-0.3	2.6	-4.9	-16.4	5.3	-6.2	9.3
CCOc1cccc(-c2nnc3sc(COc4ccc(C)cc4)nn23)c1	-0.9	x	0.7	14.9	-0.5	-2.2	10.5	-19.7	-7.8	-4.8	4.5
CC(=O)Oc1ccc2oc(/C=C/N(C)C)c([N+](=O)[O-])c2c1	-30.3	-4.4	-5.9	-96.8	-1.6	-0.2	-62.5	-31.2	-26.5	-4.4	-0.7
NC(=O)CSC1=Nc2ccccc2C2=NC(c3ccccc3)C(=O)N12 (stereo not drawn)	8.4	-13.4	2.9	2.1	-2.0	-3.4	10.9	28.2	-27.4	-41.7	2.1
O=C(NNS(=O)(=O)c1ccc(F)cc1)c1ccc([N+](=O)[O-])cc1Cl	-2.5	-2.9	0.0	13.3	-0.3	1.2	8.7	-7.2	3.1	-6.1	0.5
O=C(COc1ccccc1[N+](=O)[O-])N1CCN(C(=O)c2ccco2)CC1	14.9	-10.2	-2.8	19.6	-0.2	3.2	12.3	-18.5	-21.8	3.0	-1.8
COc1ccc(C(=O)NCCS(=O)(=O)NCc2ccccc2OC)cc1	-3.3	-4.2	4.5	8.6	-0.5	-1.1	5.3	-12.4	3.7	5.4	10.9
Nc1[nH]c(=O)ncc1F	-7.2	-4.9	1.4	0.7	-0.1	0.5	-5.1	-8.3	4.3	1.7	5.8

Hits appear at their usual frequency. About 3.9% of those tested had a hit in this group.
